From PubChem
TMEM16A inh = inhibitors of mouse TMEM16A calcium-activated chloride channel; Q8BHY3; normalized B-score (activity score, 25-100; higher = stronger inhibition) at 10 µM; 310,000 tested, 1.2% active; HEK293 TMEM16A/YFP iodide influx fluorescence, ionomycin;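 active = ratio plate-corrected score three or more library SD toward inhibition, starting fluorescence score within five deviations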;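 note: score derived from kinetic fluorescence span divided by baseline fluorescence per well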
KCNK3 block = human KCNK3 channel inhibition, primary screen. CHO-KCNK3 thallium flux, FluxOR fluorescence; hits give low values. B-score at 10 µM. 340,000 tested, 0.84% active. AID 602410;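 active = B-score under library mean minus 4 SD, starting fluorescence ratio at most library mean plus 5 SD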;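 note: more negative B-score means stronger inhibition of thallium flux through KCNK3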
KCNK9 inh = human KCNK9 channel inhibition; AID 488922; HEK293 KCNK9, FluxOR thallium flux fluorescence; hits give low values; Q9NPC2; 310,000 tested, 1.2% active; B-score at 10 µM;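 active = ratio B-score over 3 SD below the library mean, with starting fluorescence within 5 SD of its mean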;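 note: negative B-score means less thallium flux so channel inhibition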
TMEM16A act = mouse TMEM16A channel activation, primary screen | Q8BHY3 | HEK293 TMEM16A/YFP-H148Q/I152L, iodide quench fluorescence; hits give low values | B-score at 10 µM | 340,000 tested, 0.3% active | AID 623877;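 active = fluorescence-ratio B-score plate-corrected deviation score at least 3 library SD below zero, with starting fluorescence score within 5 deviations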;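 note: channel opened by trigger with iodide after compound preincubation; score built on the fluorescence ratio of max minus min over baseline; more negative score means more quench and so TMEM16A activation or potentiation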
HDAC3 inhib = blocks human histone deacetylase 3; recombinant HDAC3, fluorogenic peptide/trypsin coupled, fluorescence; inhibition, % at 8.3 µM; 320,000 tested, 0.15% active; AID 2718; in the data active = inhibition above about 26%, passing the limit was not always enough
Dyrk1A ADPGlo = inhibitors of rat Dyrk1A kinase; ADP-Glo luminescence, NFATc1 peptide; 310,000 tested, 0.43% active; inhibition, % at 12.5 µM; AID 504441; in the data active = inhibition above about 50%;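 note: plate controls were vehicle with enzyme for no effect and no enzyme for full effect; many of its hits are not listed in these tables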
KCNQ1 block = human KCNQ1 channel inhibition | AID 2642 | P51787 | CHO-K1 KCNQ1, FluxOR thallium flux fluorescence; hits give high values | 310,000 tested, 1.3% active | B-score at 10 µM;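 active = compounds whose thallium flux B-score, printed positive for inhibition, exceeds three library SD while starting fluorescence stays within three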;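 note: channel opened by potassium depolarization with thallium stimulus after 20 min compound exposure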
TRPC4 act = opens the mouse TRPC4 cation channel; 310,000 tested, 0.49% active; B-score at 10 µM; Q9QUQ5; HEK293 TRPC4beta/mu-opioid, Fluo4 calcium fluorescence; hits give high values;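 active = B-score above 5 SD of library B-scores, and initial fluorescence ratio not above library mean plus 5 SD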;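 note: positive B-score marks a calcium rise read as TRPC4 activation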
Target sequence (Q9QUQ5 whole entry, looked up): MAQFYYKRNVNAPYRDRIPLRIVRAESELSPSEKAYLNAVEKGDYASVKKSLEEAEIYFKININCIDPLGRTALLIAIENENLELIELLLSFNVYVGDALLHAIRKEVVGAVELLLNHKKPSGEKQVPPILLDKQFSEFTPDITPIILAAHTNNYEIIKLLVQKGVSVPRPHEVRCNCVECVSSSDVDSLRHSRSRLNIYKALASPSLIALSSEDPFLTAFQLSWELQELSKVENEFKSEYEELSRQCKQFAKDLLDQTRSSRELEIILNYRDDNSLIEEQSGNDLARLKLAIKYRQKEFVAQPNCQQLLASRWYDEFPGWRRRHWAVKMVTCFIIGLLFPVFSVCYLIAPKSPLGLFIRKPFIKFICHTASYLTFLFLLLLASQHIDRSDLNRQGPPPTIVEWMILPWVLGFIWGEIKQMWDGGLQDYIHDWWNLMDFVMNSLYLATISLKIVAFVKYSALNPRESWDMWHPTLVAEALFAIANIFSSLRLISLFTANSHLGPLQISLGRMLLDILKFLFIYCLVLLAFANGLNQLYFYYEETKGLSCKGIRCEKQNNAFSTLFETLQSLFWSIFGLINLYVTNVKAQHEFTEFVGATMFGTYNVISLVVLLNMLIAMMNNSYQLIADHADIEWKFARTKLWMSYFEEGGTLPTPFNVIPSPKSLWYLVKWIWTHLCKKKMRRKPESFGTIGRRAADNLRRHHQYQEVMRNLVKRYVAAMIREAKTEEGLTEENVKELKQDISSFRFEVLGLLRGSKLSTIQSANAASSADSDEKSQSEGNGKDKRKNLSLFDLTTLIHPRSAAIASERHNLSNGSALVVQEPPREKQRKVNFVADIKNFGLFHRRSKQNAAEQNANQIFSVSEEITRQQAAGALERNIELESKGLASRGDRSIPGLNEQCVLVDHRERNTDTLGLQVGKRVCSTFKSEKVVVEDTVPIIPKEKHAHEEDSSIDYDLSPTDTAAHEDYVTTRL
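Material: HEK293 stable line with TRPC4beta plus mu-opioid receptor; technique: Fluo4 calcium-sensitive dye fluorescence, kinetic, 1 Hz baseline; timing: Fluo4 dye loading 45 min at room temperature, 110 s recording; controls: assay buffer as low control, maximal DAMGO as high control; read-out: integrated baseline-normalised fluorescence ratio, converted to per-well B score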
KCNQ1 act = potentiators or activators of human KCNQ1 potassium channel | CHO-K1 KCNQ1, thallium flux FluxOR fluorescence; hits give high values | P51787 | 310,000 tested, 0.35% active | B-score at 10 µM | AID 2648;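 active = fluorescence ratio B-score, a plate-corrected score, at least three library SD, with initial intensity B-score within 5 SD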
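Schedule – 37 °C overnight plating, 90-min dark dye load, 20-min compound pretreatment · System – stable KCNQ1 CHO-K1 line · Probe or stimulus – thallium- and potassium-containing depolarizing buffer · Measured by – kinetic FluxOR fluorescence, 10 s baseline plus 110 s post-stimulus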
TRPC4 potent = TRPC4 (mouse) allosteric potentiation; B-score at 10 µM; HEK293 TRPC4beta/mu-opioid, DAMGO EC20, Fluo-4 Ca2+ flux; hits give high values; AID 2227; Q9QUQ5; 310,000 tested, 0.42% active;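 active = B-score of calcium response area above 5 SD of library B-scores, with initial fluorescence ratio within 5 SD of library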;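 note: B-score of integrated fluorescence ratio over time as area under calcium response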
hERG protect = hERG (human) protection from proarrhythmic block | Q12809 | CHO-hERG, FluxOR thallium flux, dofetilide IC70 present | activation (rescue from dofetilide block), less the hit threshold, % at 10 µM | 310,000 tested, 0.51% active;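 active = activation above the mean of controls blocked by dofetilide plus 5 SD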;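 note: thallium influx through hERG after potassium depolarization seen as dye fluorescence rise; in these data hits start at about 4.7%; inactives centre near -7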
Active calls of the source: *; i = inactive; . = not tested or not shown. These rows are one share of the data; count on the stated rates, not on these rows.

SMILES	TMEM16A inh	KCNK3 block	KCNK9 inh	TMEM16A act	HDAC3 inhib	Dyrk1A ADPGlo	KCNQ1 block	TRPC4 act	KCNQ1 act	TRPC4 potent	hERG protect
Cc1c(Cl)cccc1NC(=S)NCCc1ccccn1	i	i	i	i	-1.6	.	i	60*	i	i	-4.1
Cc1ccc(CNC(=O)NC23CC4CC(CC(C4)C2)C3)cc1	i	i	i	i	-1.2	-7.0	i	i	i	i	-9.2
C/C(=C\c1cccc(Cl)c1)C(=O)c1c(C)cc(C)[nH]c1=O	i	i	i	i	1.8	0.2	i	i	i	i	-2.1
CC(NC(=O)[C@H](NC(=O)[C@@H]1Cc2ccccc2CN1)c1ccccc1)c1ccccc1 (some centres not stated)	i	i	i	i	0.3	3.3	i	i	i	i	-7.6
CCN(C(=O)COC(=O)/C=C/c1ccccc1)C1CCCCC1	i	i	i	i	0.7	-0.2	i	i	i	i	-7.3
CCOC(=O)c1cnn(-c2ncnc3c2oc2ccccc23)c1N	i	i	i	i	-8.1	-6.6	i	i	i	i	-9.7
C=CCn1c(SCC(=O)Nc2ccc(O)cc2)nc2sc(CC)cc2c1=O	i	i	i	i	-6.4	-1.1	i	i	i	i	-6.1
O=C(O/N=C(/c1ccccc1)c1ccncc1)c1cccc(F)c1	i	i	i	i	16.8	4.3	i	i	i	i	-11.7
c1ccc(Oc2cccc(OCCCn3cncn3)c2)cc1	i	i	i	.	6.0	-3.2	i	i	i	i	-5.6
COC(=O)Cn1c(=O)c2c(nc3n2CC(C)CN3c2ccc(C)c(C)c2)n(C)c1=O (configuration not stated)	i	i	i	i	12.0	1.4	i	i	i	i	-12.2
COc1cc(-c2nc3c(c(C)nn3-c3ccccc3)c3cc(OC)c(OC)cc23)ccc1O	i	i	i	i	-4.5	0.4	i	i	i	i	-11.0
O=C(O)CCC(=O)Nc1cc(C(F)(F)F)cc(C(F)(F)F)c1	i	i	i	i	0.1	3.6	i	i	i	i	-9.5
CC(C)CC(C(=O)NC1CCCC1)N(Cc1ccc2c(c1)OCO2)C(=O)c1snc(C(N)=O)c1N (configuration not stated)	i	i	i	i	0.5	0.9	6*	i	i	i	-11.4
Cc1noc2ncnc(SCc3ccc(C(F)(F)F)cc3)c12	i	i	i	i	10.9	.	i	i	i	i	1.6
c1ccc(Oc2cccc(CN3CCCCC3)c2)cc1	i	i	i	i	-2.3	0.3	i	i	i	i	-6.3
COc1ccc(N2CC(C(=O)Nc3ccc4c(c3)OCCO4)CC2=O)cc1 (configuration not stated)	i	i	i	i	12.1	3.9	i	i	i	i	-5.3
O=C(COC(=O)c1ccc(F)cc1)Nc1nc2ccc([N+](=O)[O-])cc2s1	i	i	i	i	9.4	3.8	i	i	i	i	-4.4
Cc1cc(NC(=O)CCN2C(=O)/C(=C/c3ccccc3F)SC2=S)no1	i	.	i	.	2.8	.	i	i	i	i	1.3
COc1ccc(-c2noc(CN3C(=O)c4ccccc4C3=O)n2)cc1	i	i	i	i	8.7	-2.9	i	i	i	i	-15.2
Cc1cc(NC(=O)NC2CCCN2S(=O)(=O)c2ccc(Cl)cc2)no1 (configuration not stated)	i	i	i	i	1.3	1.9	i	i	i	i	-11.8
Cc1cc(/C=C2\SC(=S)NC2=O)cc(C)c1O	i	i	i	i	-0.4	4.6	i	i	i	i	-5.2
CC(=O)N1N=C(c2ccccc2)CC1c1cccs1 (configuration not stated)	i	i	i	i	0.9	1.9	i	i	i	i	-4.8
CCOCCCNC(=O)/C(C#N)=C/c1ccc([N+](=O)[O-])o1	i	i	i	i	-4.1	-0.3	6*	i	i	i	-10.7
O=C(Nc1cccc(F)c1)OC(CN1CCCCC1)C(F)(F)F (configuration not stated)	i	i	i	i	7.9	3.8	7*	i	i	i	-10.3
CC(=O)Nc1cccc(NC(=O)c2cc3ccccc3o2)c1	i	i	i	i	3.5	52.5*	i	i	i	i	-14.3
O=C(CSc1nncc2ccccc12)N1CCCCC1	i	i	i	i	-10.6	-2.4	i	i	i	i	-4.4
CCCC(C(=O)N1CCOCC1)N1C(=O)C2C3C=CC(C3)C2C1=O (configuration not stated)	i	i	i	i	-0.1	8.7	i	i	i	i	4.6*
O=C(CSc1nc2[nH]ncc2c(=O)[nH]1)NCc1ccccc1	i	i	i	i	-8.2	-3.5	i	i	i	i	-7.8
CC(=NCCN1CCN(C(C)=C2C(=O)c3ccccc3C2=O)CC1)C1=C(O)CC(C)(C)CC1=O	i	i	i	i	2.2	5.4	i	i	i	14*	-5.9
O=C(CN1CCCC1)Nc1c(C(=O)C2CC2)oc2ccccc12	i	i	i	i	4.4	.	i	i	i	i	-5.6
CN(C)C(=O)/C=C\c1cn(-c2ccccc2)nc1-c1ccc2c(c1)OCCO2	i	i	i	i	-0.9	3.6	i	i	i	i	-25.1
CCC(C)Nc1nc2c(C)cccn2c(=O)c1C=Nc1ccc(OC)cc1 (configuration not stated)	i	i	i	i	-3.4	-2.1	i	i	i	i	-13.5
Cc1ccc(N2CCN(C(=O)c3ccccc3NC(=O)/C=C\C(=O)O)CC2)cc1	i	i	i	i	-5.4	-6.2	i	i	i	i	-8.6
CN(C)c1nc(-c2cn(CCC#N)c3ccccc23)cs1	i	i	i	i	1.3	-12.9	i	i	i	i	-7.9
C=C(C)C(=O)N1CC2(CC(c3cccc(NC(=O)CC)c3)=NO2)C[C@H]1C(N)=O (some centres not stated)	i	i	i	i	-0.2	5.1	i	i	i	i	-6.8
O=C(Cn1cc(Cl)c([N+](=O)[O-])n1)NCCC1=CCCCC1	i	i	i	i	6.2	-7.7	i	i	i	i	1.6
O=C(Nc1nncs1)c1cccnc1Cl	i	i	i	i	1.7	-3.8	i	i	i	i	-7.7
O=C(c1cc(Cl)cc(Cl)c1)N1CCC(=O)N(C(COCc2ccccc2)Cc2ccccc2)CC1 (configuration not stated)	i	i	i	i	4.6	-1.9	i	i	i	12*	-7.7
CCNc1cc(=O)n(C)c(=O)n1C	i	i	i	i	1.4	-4.9	i	i	i	i	-2.4
CNc1nc(-c2ccc3c(c2)CCN3S(=O)(=O)c2ccccc2)c(C)s1	i	i	i	i	7.5	-0.6	i	i	i	i	-13.9
COc1cc2nc(Nc3cccc(F)c3)nc(N)c2cc1OC	i	i	i	i	1.5	21.3	i	i	i	i	-12.3
COC(=O)c1ccccc1NC(=O)COC(=O)c1ccc(C)c(NC(=O)c2ccco2)c1	i	i	i	i	-2.9	-1.0	i	i	i	i	-13.2
CC1CCCC(NC(=O)CCNC(=O)c2ccccc2Cl)C1C (configuration not stated)	i	i	i	i	-0.3	-5.9	i	i	i	i	-10.3
Cc1cc(NC(=O)/C=C/c2ccccc2Cl)n(-c2nc3ccccc3[nH]2)n1	i	i	-9.08*	i	2.0	.	i	i	i	i	-8.4
COc1ccc2[nH]c(=O)c(-c3noc(-c4ccccc4)n3)cc2c1	i	i	i	i	-6.9	6.3	i	i	i	i	-0.5
CC1=CS(=O)(=O)CC1SC(=S)N(C)C1CCS(=O)(=O)C1 (configuration not stated)	i	i	i	i	-7.8	-1.2	i	i	i	i	-5.2
Cc1ccc(C(=O)CSc2nnc(COc3cccc(C)c3)o2)cc1	100*	i	i	i	7.1	3.0	i	i	i	i	-5.8
COc1ccccc1C(=O)NC(CCSC)C(=O)NCCCn1nc(C)cc1C (configuration not stated)	i	i	i	i	.	-3.9	i	i	i	i	-9.1
CC1(C)CC2CC(C)(CN2C(=O)COC(=O)Cn2[nH]c(=O)c3ccccc3c2=O)C1 (configuration not stated)	i	i	i	i	3.7	-0.4	i	i	i	i	-18.3
CSCCC(N=C1NS(=O)(=O)c2ccccc21)C(=O)NCc1ccccc1F (configuration not stated)	i	i	i	i	-1.9	-4.4	i	i	i	i	-18.4
N#Cc1nc(Cc2ccccc2)oc1N1CCC(C(N)=O)CC1	i	i	i	i	0.7	1.7	i	i	i	i	-6.3
O=C(Nc1ccc2nn(-c3ccccc3)nc2c1)c1ccc2c(c1)OCO2	i	i	i	i	3.6	4.4	i	i	i	i	-10.6
O=C(O)c1ccc2c(=O)n3cc(C(=O)c4ccccc4O)cc(Cl)c3nc2c1	i	i	i	i	5.9	43.0	i	i	i	i	-20.8
C=CCOc1ccc(/C=C2\SC(=Nc3cccnc3)NC2=O)cc1	i	i	i	i	2.8	60.6*	i	i	i	i	-9.2
Cc1ccc(NC(=O)Nc2ccc3c(c2)CCC3)c(C)c1	i	i	i	i	1.5	-4.8	i	i	i	i	-10.3
Cc1ccc(C(=O)Oc2coc(CSc3nnc(NC(=O)c4cccs4)s3)cc2=O)cc1C	i	i	i	i	-3.6	-3.3	i	i	i	i	-4.4
CC(C)COc1cc(=O)[nH]c(SCC(C)C)n1	i	i	i	i	1.4	.	i	i	i	i	-0.9
Cc1ccc(-c2ccc(C3C(C#N)=C(N)Oc4n[nH]c(C)c43)o2)cc1 (configuration not stated)	i	i	i	i	9.6	5.6	i	i	i	i	-11.3
Cc1nnc(N2C(=O)C(=O)/C(=C(/O)c3ccc4c(c3)OCCO4)C2c2ccc([N+](=O)[O-])cc2)s1 (configuration not stated)	i	i	i	i	0.0	-8.9	i	i	i	i	-5.8
O=C(NC(=S)Nc1ccc2c(c1)OCCO2)c1ccccc1F	i	i	i	i	1.1	2.3	i	i	i	i	-19.1
(next part)
SMILES	TMEM16A inh	KCNK3 block	KCNK9 inh	TMEM16A act	HDAC3 inhib	Dyrk1A ADPGlo	KCNQ1 block	TRPC4 act	KCNQ1 act	TRPC4 potent	hERG protect
CCCN(C(=O)Cn1nc(C)c([N+](=O)[O-])c1C)c1c(N)n(Cc2ccccc2)c(=O)[nH]c1=O	i	i	i	i	2.5	-1.4	i	i	i	i	-13.3
COc1ccc(C2N(C(=O)N(C)C)CCN2S(=O)(=O)c2ccc(OC)cc2)cc1 (configuration not stated)	i	i	i	i	-1.3	0.9	i	i	i	i	-11.8
COc1ccc(OC)c(/C=N/N=C(\N)c2nonc2N)c1	i	i	i	i	0.9	8.4	i	i	i	i	-0.7
CCN(CC(=O)Nc1ccc2c(c1)OCCO2)C(=O)/C=C/c1cccc(Br)c1	i	i	i	i	-19.3	0.9	i	i	i	i	-19.5
O=C(CCC(=O)N(CC(=O)NC1CCCCC1)CC1CCCO1)Nc1nccs1 (configuration not stated)	i	i	i	i	-2.6	-1.1	i	i	i	i	-14.8
CCN(CC)c1ncnc2sc(C(=O)N3CCN(c4ccc(OC)cc4)CC3)c(C)c12	i	i	i	i	-2.4	7.4	i	i	i	i	-13.5
O=c1c2ccccc2cnn1-c1ccc(Br)cc1	i	i	i	i	-9.0	0.9	i	i	i	i	-6.0
